Source: PubChem
UHRF1 binding: UHRF1 methyl-DNA binding inhibition. Q96T88. 370,000 tested, 0.75% active. inhibition, % at 4.4 µM. AID 687016. UHRF1 binding to methylated oligo, TR-FRET; in the data active = inhibition above about 21%;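 also: UHRF1 SRA domain binding a hemimethylated CpG hairpin DNA probe; 0% = median of test compound wells and 100% = reference inhibitor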
Rev-erbA mod: modulates human Rev-erb alpha binding to DNA; P20393; Rev-erbα–FITC-DNA binding, fluorescence polarization, 90 min; activity, % at 10 µM; 370,000 tested, 0.79% active; AID 1259318;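 active = activity above about 14%, limit read from the data; passing the limit was not always enough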;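 also: 0% = DMSO wells with 35 nM protein and 100% = DMSO wells with 750 nM protein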
ASAP1 GAP inh: inhibitors of human ASAP1 ArfGAP activity; Q9ULH1; ASAP1-stimulated ARF1 GTP hydrolysis, GDP FP detection; inhibition, % at 16.5 µM; 360,000 tested, 0.19% active; AID 624377; in the data active = inhibition above about 25%;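 also: 0% = vehicle with enzyme and substrate and 100% = no enzyme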
Target sequence (Q9ULH1 325-724 limits assumed): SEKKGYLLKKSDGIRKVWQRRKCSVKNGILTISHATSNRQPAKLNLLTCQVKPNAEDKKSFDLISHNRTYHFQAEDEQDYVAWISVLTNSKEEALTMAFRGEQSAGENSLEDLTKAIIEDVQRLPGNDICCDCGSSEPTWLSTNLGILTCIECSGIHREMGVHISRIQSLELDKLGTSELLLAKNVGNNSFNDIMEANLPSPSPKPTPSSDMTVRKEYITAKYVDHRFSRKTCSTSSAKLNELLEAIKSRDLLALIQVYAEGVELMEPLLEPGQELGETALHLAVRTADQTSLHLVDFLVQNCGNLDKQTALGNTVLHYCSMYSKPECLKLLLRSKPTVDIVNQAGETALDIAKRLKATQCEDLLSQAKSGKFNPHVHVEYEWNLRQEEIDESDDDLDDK
Tn6 DDE FP: DD(E)-Tn6 binding inhibition, primary FP screen; P02675; Fibrin DD(E) TRITC-Tn6 fluorescence polarization displacement; inhibition, % at 8.3 µM; 370,000 tested, 0.21% active; AID 720509;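 active = inhibition above a per-campaign cutoff: mean of compounds within control limits plus 3 SD, cut at about 15% in these data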;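 also: 0% = median of all compound wells on the plate and 100% = blocking peptide control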
sPLA2-III inh: Blocks human group III sPLA2 activity; inhibition, % at 12.2 µM; 370,000 tested, 0.56% active; QFRET BODIPY PC-A2 liposome hydrolysis, fluorescence; Q9NZ20;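 active = inhibition above mean plus 3 SD of compounds lying within the high and low control bounds, cut at about 19% in these data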;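 also: 0% = median of test compound wells and 100% = no enzyme DMSO wells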
Target sequence (Q9NZ20 whole entry, looked up): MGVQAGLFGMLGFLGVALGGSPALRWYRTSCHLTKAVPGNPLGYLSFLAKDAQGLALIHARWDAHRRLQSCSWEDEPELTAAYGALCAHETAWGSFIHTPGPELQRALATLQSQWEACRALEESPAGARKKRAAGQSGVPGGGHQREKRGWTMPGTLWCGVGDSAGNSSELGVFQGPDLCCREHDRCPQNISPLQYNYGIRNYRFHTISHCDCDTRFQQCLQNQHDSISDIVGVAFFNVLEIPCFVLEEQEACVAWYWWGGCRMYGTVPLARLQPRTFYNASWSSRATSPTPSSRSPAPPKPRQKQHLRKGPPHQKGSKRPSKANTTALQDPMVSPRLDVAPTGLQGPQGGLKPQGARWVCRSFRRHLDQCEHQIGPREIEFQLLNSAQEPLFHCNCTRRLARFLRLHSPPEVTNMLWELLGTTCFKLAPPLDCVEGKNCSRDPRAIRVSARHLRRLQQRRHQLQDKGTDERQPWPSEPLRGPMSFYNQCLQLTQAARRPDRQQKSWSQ
Tn7 DDE FP: inhibitors of Tn7 peptide binding to human fibrin DD(E); inhibition, % at 8.3 µM; 370,000 tested, 0.13% active; P02675; FP displacement of FITC-Tn7 peptide from fibrin DD(E); 0% = median of compound wells per plate;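 active = inhibition above the mean of compounds falling within the control limits plus 3 SD of them, cut at about 14% in these data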;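 also: 0% = plate median of compound wells and 100% = 10 µM Aha-Tn7 peptide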
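Test system – human fibrin DD(E) · Times – 10 min preincubation, 3 h with tracer, room temperature · Detection – fluorescence polarization of the labelled Tn7 tracer · Measure – percent inhibition normalized to high-control wells · Benchmarks – high control wells with 10 µM unlabelled Aha-Tn7 peptide (full inhibition) · Repeats – singlicate testing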
PLC-gamma1 inh: inhibitors of human phospholipase C gamma1; 370,000 tested, 0.84% active; purified PLC-gamma1, fluorogenic substrate, fluorescence; AID 720700; inhibition, % at 12.2 µM; P19174; in the data active = inhibition above about 9.5%
proKLK7 act: proKLK7 (human) activation, primary screen; purified proKLK7, EDANS-DABCYL substrate fluorescence; 100% is mature enzyme control, 0% vehicle; activation, % at 7 µM; 370,000 tested, 0.9% active; AID 652039;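 active = activation above the mean of all tested compounds plus 3 SD, computed per campaign excluding outliers beyond control limits, cut at about 13% in these data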
ARFGAP1 inhibitor: rat ARFGAP1 inhibition | 360,000 tested, 0.26% active | inhibition, % at 16.5 µM | AID 651572 | Arfgap1-stimulated ARF1 GTP hydrolysis, GDP FP detection;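 active = inhibition above a per-plate limit, mean inhibition of low control wells plus 3 SD, cut at about 25% in these data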;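 also: 0% = DMSO wells with enzyme and 100% = wells lacking Arfgap1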
Target sequence (Q62848 1-136 limits assumed): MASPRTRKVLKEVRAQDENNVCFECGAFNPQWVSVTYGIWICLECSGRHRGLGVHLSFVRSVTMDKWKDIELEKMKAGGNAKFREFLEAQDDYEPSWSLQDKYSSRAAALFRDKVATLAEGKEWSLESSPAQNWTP
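Replicates: Single well per compound | Assay system: Truncated rat Arfgap1 GAP domain | Control set: No-Arfgap1 wells (100%) versus DMSO full-reaction wells (0%) | Times: Enzyme reaction 120 min at 25 °C after 20 min preincubation | Reagent: Human ARF1(Δ1-17)-GTP substrate | Measured by: Tracer-displacement fluorescence polarization with EDTA stop, 620/688 nm | Measure: Percent inhibition of Arfgap1-stimulated GTP hydrolysis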
PLC-beta3 inh: blocks human PLC-beta3 enzyme activity; Purified PLC-beta3, fluorogenic substrate, fluorescence; inhibition, % at 12.2 µM; 370,000 tested, 0.18% active; in the data active = inhibition above about 11%;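 also: 0% = median of compound wells on plate and 100% = full blocker control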
The depositor's hits bear a star; i = inactive.

SMILES	UHRF1 binding	Rev-erbA mod	ASAP1 GAP inh	Tn6 DDE FP	sPLA2-III inh	Tn7 DDE FP	PLC-gamma1 inh	proKLK7 act	ARFGAP1 inhibitor	PLC-beta3 inh
CCn1c(=O)cc(SCC(=O)N2CCN(C)CC2)c2ccccc21	-2	0	6	-4	0	1	1	0.0	13	0
Cc1ccc(NC(=O)C(C)N2CCCC2)cc1Cl (centres undefined)	0	0	6	-3	1	-1	-2	0.4	-7	0
C=CCNc1ncnc2c1ncn2[C@H]1CN(CCN2CCOCC2)C[C@@H](CO)O1	1	0	-5	3	13	-3	6	-0.2	-2	-1
CC1CCN(S(=O)(=O)c2ccc(NC(=O)CN3CCCC(C)C3)cc2)CC1 (centres undefined)	-2	-1	7	12	-3	9	0	-0.4	-11	3
CCc1nc2c(OCCOC)cccn2c1N(C)C(=O)c1ccco1	-1	-1	15	-5	2	-5	-1	0.8	-5	-11
NS(=O)(=O)c1ccc(CCNC(=O)c2ccc(Cl)c(S(=O)(=O)NCc3ccco3)c2)cc1	1	3	-2	-8	12	-5	-3	0.2	-1	-5
Cc1ccc(Cn2c([N+](=O)[O-])cnc2C)cc1	7	0	9	-11	22*	0	4	-0.1	3	-5
CCN(CCn1cccn1)C(=O)CCc1nnc(-c2ccccc2)o1	3	-5	-4	-2	11	6	-3	-0.5	-9	-1
O=[N+]([O-])c1ccc(Sc2n[nH]c(-c3ccco3)n2)nc1	-1	0	-5	-1	-2	2	0	0.1	4	3
Cc1cc2c3c(c1C)C(=O)C(=O)N3C(C)(C)CC2C (centres undefined)	3	4	3	-9	3	2	1	0.3	-2	6

Shown with bars between the fields: entries from further up.
smiles | UHRF1 binding | Rev-erbA mod | ASAP1 GAP inh | Tn6 DDE FP | sPLA2-III inh | Tn7 DDE FP | PLC-gamma1 inh | proKLK7 act | ARFGAP1 inhibitor | PLC-beta3 inh
CCN(CCn1cccn1)C(=O)CCc1nnc(-c2ccccc2)o1 | 3 | -5 | -4 | -2 | 11 | 6 | -3 | -0.5 | -9 | -1
CC1CCN(S(=O)(=O)c2ccc(NC(=O)CN3CCCC(C)C3)cc2)CC1 (centres undefined) | -2 | -1 | 7 | 12 | -3 | 9 | 0 | -0.4 | -11 | 3
Cc1ccc(NC(=O)C(C)N2CCCC2)cc1Cl (centres undefined) | 0 | 0 | 6 | -3 | 1 | -1 | -2 | 0.4 | -7 | 0
Cc1cc2c3c(c1C)C(=O)C(=O)N3C(C)(C)CC2C (centres undefined) | 3 | 4 | 3 | -9 | 3 | 2 | 1 | 0.3 | -2 | 6
CCn1c(=O)cc(SCC(=O)N2CCN(C)CC2)c2ccccc21 | -2 | 0 | 6 | -4 | 0 | 1 | 1 | 0.0 | 13 | 0

(more compounds)
SMILES	UHRF1 binding	Rev-erbA mod	ASAP1 GAP inh	Tn6 DDE FP	sPLA2-III inh	Tn7 DDE FP	PLC-gamma1 inh	proKLK7 act	ARFGAP1 inhibitor	PLC-beta3 inh
CC(=O)c1cc(-c2ccccc2)n(CC(=O)N2CCCC2)c1C	1	-3	4	-2	3	-4	-2	0.3	4	-1
Cc1cccc(-c2c3c(=O)n(C)c(=O)n(C)c3cn2C(C)(C)C)c1	2	0	-3	3	4	-5	0	0.3	5	-3
Cc1cc(NC(=O)c2cc(-c3ccco3)on2)nn1Cc1ccc(Cl)cc1	-3	0	18	-4	1	-1	0	3.3	4	-1
Cc1cc(C)nc(Nc2nc(-c3ccccc3)cs2)n1	-2	-7	-10	5	1	8	3	-0.6	-6	4
CCC(C)N(C(=O)COC(=O)COc1c(C)cc(C)cc1C)C1CCS(=O)(=O)C1 (centres undefined)	0	-6	3	-2	0	-1	-2	-0.3	7	-3
CCCOc1ccc(C(=O)NNC(=S)NC(C)=O)cc1	-3	6	-4	-1	9	-2	-1	-0.3	4	0
Cc1ccc2[nH]c(=O)c(CN(CCCN(C)C)C(=O)Nc3ccc(Cl)cc3)cc2c1	1	-4	8	-1	-5	-5	4	-0.2	-5	-3
Cc1cc(C)n(C(=O)CN(C)S(=O)(=O)c2ccc([N+](=O)[O-])cc2)n1	-1	-2	0	-2	1	2	0	0.4	-13	-1
Cc1ccccc1S(=O)(=O)Cc1ccc(C(=O)NC(C)c2ccccc2)o1 (centres undefined)	1	4	2	4	-4	-1	-1	0.3	-7	-5
CN(C)C(CNC(=O)c1cccc(S(=O)(=O)N2CCN(c3ccccc3)CC2)c1)c1ccccc1 (centres undefined)	-1	10	-3	-4	-3	8	1	0.3	11	-3

An excerpt from above, limited to proKLK7 act.
Structure | proKLK7 act
CCCOc1ccc(C(=O)NNC(=S)NC(C)=O)cc1 | -0.3
Cc1cc(NC(=O)c2cc(-c3ccco3)on2)nn1Cc1ccc(Cl)cc1 | 3.3
Cc1ccccc1S(=O)(=O)Cc1ccc(C(=O)NC(C)c2ccccc2)o1 (centres undefined) | 0.3
CN(C)C(CNC(=O)c1cccc(S(=O)(=O)N2CCN(c3ccccc3)CC2)c1)c1ccccc1 (centres undefined) | 0.3
CCC(C)N(C(=O)COC(=O)COc1c(C)cc(C)cc1C)C1CCS(=O)(=O)C1 (centres undefined) | -0.3
Cc1cccc(-c2c3c(=O)n(C)c(=O)n(C)c3cn2C(C)(C)C)c1 | 0.3
Cc1ccc2[nH]c(=O)c(CN(CCCN(C)C)C(=O)Nc3ccc(Cl)cc3)cc2c1 | -0.2

(further entries)
SMILES	UHRF1 binding	Rev-erbA mod	ASAP1 GAP inh	Tn6 DDE FP	sPLA2-III inh	Tn7 DDE FP	PLC-gamma1 inh	proKLK7 act	ARFGAP1 inhibitor	PLC-beta3 inh
Cc1nccn1-c1cc(C(C)(C)C)nc2c(-c3ccccc3)cnn12	7	-5	5	11	9	5	-3	-0.1	5	-2
COCCCN1C(=O)C(=O)/C(=C(/O)c2ccc(S(=O)(=O)N3CCCCC3)cc2)C1c1ccc(O)c(OC)c1 (centres undefined)	-2	-5	-4	-5	0	-7	3	0.2	8	-3
O=C(NCC(=O)N(c1ccc(F)cc1)C(C(=O)NC1CCCC1)c1cccnc1)c1ccco1 (centres undefined)	-1	-2	7	-8	2	-4	0	0.3	8	2
Cn1nc(-c2ccccc2)c(C(=O)Nc2ccc(C(F)(F)F)cc2)c1Cl	3	-1	-7	4	6	7	-2	-0.6	1	-1
Cc1cc(CC(=O)O)c2oc(-c3ccoc3)cc(=O)c2c1	25*	-7	5	-5	-3	-4	-20	6.3	-4	-36
Cn1nc(C(F)(F)F)c(C(=O)Nc2cccc(C(F)(F)F)c2)c1SCc1ccc(Cl)cc1	-1	-4	7	-14	-6	-4	8	0.1	8	7
COc1ccc(/C=C/C(=O)c2cc(Br)ccc2OC(=O)c2ccco2)cc1OC	-2	1	-5	2	-3	5	-2	-1.0	-3	2
O=C(Cn1ccc([N+](=O)[O-])n1)NCc1cccs1	9	-2	5	-3	-3	4	3	0.7	9	4
Cc1ccc(NC(=O)N2CCC(C(=O)NCC(C)C)CC2)cc1	2	-6	7	10	6	1	-3	-0.6	-4	3
COc1cccc(CSc2nnc(-c3ccncc3)n2C)c1	2	0	-8	1	9	7	1	0.1	-1	-7
COc1cccc(NC(=O)c2nn(-c3ccc(OC)cc3OC)c(=O)c3ccccc23)c1	-1	7	7	-3	-2	1	1	0.5	0	2
COc1ccc(CNCCS(=O)(=O)NC2CCCC2)cc1	3	6	2	0	11	2	1	0.0	6	1
CCn1c(SCC(=O)N2CCC(C)CC2)nc2c(c1=O)SC(C)C2 (centres undefined)	0	8	9	1	-4	-2	2	-0.3	1	-1
Cc1[nH]n(C(N)=S)c(=O)c1N=Nc1ccc(S(=O)(=O)N2CCCCCC2)cc1	-13	13	-3	-6	-9	-3	3	-0.5	2	4
Cc1nc2ccc(S(=O)(=O)Nc3ccc(-c4nc5cccnc5s4)cc3)cc2s1	-2	5	28*	-8	-40	6	i	-45	4	i
CCC(C)[C@H]1CN=C(N)N1CCc1cccc(F)c1 (some centres undefined)	-2	-2	2	-3	13	3	0	0.1	0	0
COc1cccc(CNc2nc3cc(-c4ccccc4)sc3c(=O)n2C)c1OC	0	-1	0	3	-7	-3	2	-0.3	14	-1
COc1ccc(CNC(=O)CC2C(=O)NCCN2CC(C)(C)C)c(OC)c1 (centres undefined)	0	-2	8	-1	-2	-2	-12	-0.5	-3	-14
CCN(CC(=O)Nc1c(F)cccc1F)C(=O)CCN1C(=O)c2cccc([N+](=O)[O-])c2C1=O	0	-4	-3	8	5	3	-26	-0.5	3	-25
COc1ccc(C(=O)Nc2nc(CC(=O)NCc3c(F)cccc3F)cs2)cc1	-4	-8	9	4	-11	4	-1	0.7	1	0
COc1ccc(CC(=O)Nc2ccncc2Cl)cc1	-2	-4	4	1	-3	1	0	-0.1	4	2
O=c1c2ccccc2n(Cc2ccc(Cl)cc2)c(=O)n1Cc1ccco1	1	8	-19	4	11	1	0	0.0	2	1
COc1ccc(Nc2nc(-c3sc(C)nc3C)cs2)cc1	-2	11	4	0	2	1	-5	0.2	-8	-14
Cc1ccc(-n2c(Cn3c(C)nc4ccccc43)n[nH]c2=S)cc1	-1	3	1	7	4	3	1	-0.4	6	0
CCc1ccc(OCC(=O)Nc2ncc3c(n2)CC(C)(C)CC3=O)cc1	1	-3	5	7	3	-1	2	0.0	-2	3
CCN(CC)CCC(c1cc(OC)c(OC)c(OC)c1)c1c(O)cc(OC)cc1OC (centres undefined)	3	-3	-1	2	-3	-5	2	-0.8	7	4
CCOc1cc(/C=C(\CC(=O)O)c2nc3ccccc3s2)ccc1OC	-1	0	-26	9	5	7	-53	0.2	-4	-74
CCOCC(=O)N1CCc2ccccc21	1	0	-4	-7	7	3	0	-0.5	8	-2
Cc1ccc(C(=O)CCS(=O)(=O)c2ccc(Br)cc2)cc1	1	4	-9	-4	-5	2	0	0.4	-12	-6
CCN1CCN(C(=O)c2ccc3c(c2)N(Cc2ccccc2)C(=O)c2ccccc2S3(=O)=O)CC1	6	-5	2	-7	10	5	5	-0.4	2	4
COc1nc(-c2ccccc2)cc(-c2ccc(OC)c(OC)c2)n1	-2	-3	15	2	-20	6	i	-21	5	i
CC1CCCN(S(=O)(=O)c2ccc(C(=O)Nc3nnc(C4=COCCO4)o3)cc2)C1 (centres undefined)	-4	-3	1	-8	-13	-4	-1	-0.5	4	-2
CCCn1c(SCC(=O)N2N=C3/C(=C/c4ccc(OC)cc4)CCCC3C2c2ccc(OC)cc2)n[nH]c1=O (centres undefined)	-2	0	19	-10	-28	-7	-54	-2.4	-9	-60

Part of the list above, with bars between the fields.
SMILES | UHRF1 binding | Rev-erbA mod | ASAP1 GAP inh | Tn6 DDE FP | sPLA2-III inh | Tn7 DDE FP | PLC-gamma1 inh | proKLK7 act | ARFGAP1 inhibitor | PLC-beta3 inh
CC1CCCN(S(=O)(=O)c2ccc(C(=O)Nc3nnc(C4=COCCO4)o3)cc2)C1 (centres undefined) | -4 | -3 | 1 | -8 | -13 | -4 | -1 | -0.5 | 4 | -2
CCOCC(=O)N1CCc2ccccc21 | 1 | 0 | -4 | -7 | 7 | 3 | 0 | -0.5 | 8 | -2
